Screening results (PubChem BioAssay)
CHO-K1 Ca antag: counter-screen for M1 antagonists: effect in parental CHO-K1 cells | ATP-induced calcium, Fluo-8 fluorescence | inhibition, % at 3 µM | AID 602250 | 360,000 tested, 0.6% active;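 active = inhibition above a per-plate cutoff, the plate's mean sample inhibition plus 3 SD, cut at about 24% in these data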;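 note: 0% = DMSO plus EC80 ATP and 100% = DMSO alone without ATP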
TAAR1 antag: human TAAR1 antagonists, primary screen, Fluo-8 calcium fluorescence, CHO RD-HGA16 cells; Trace amine-associated receptor 1 (Homo sapiens), Q96RJ0; antagonist; inhibition, % at 3 µM; 360,000 tested, 1.5% active; AID 624466, 2012;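 active = inhibition above a per-plate cutoff, the mean inhibition of test compounds on that plate plus 3 SD, cut at about 49% in these data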;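 note: 0% = DMSO plus EC80 beta-PEA response and 100% = DMSO alone without agonist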
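Material: RD-HGA16 CHO cells with stable hTAAR1 and Gα16; Dosing: single nominal final test compound concentration of 3 µM; Schedule: seeding 17-24 h prior, 75-min 37 °C, 30-min RT dye loading; Detection: kinetic Fluo-8 calcium fluorescence measurement; Measure: % inhibition from peak post-agonist over basal fluorescence ratio; Benchmarks: vehicle and agonist controls.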
OXTR potentiate: human OXTR potentiators, primary screen, fluorescence, CHO-OTR cells, Fluo-8 calcium. 320,000 tested, 0.061% active. Fluo-8 calcium fluorescence, potentiator mode; 0% = oxytocin EC15, 100% = EC100. activation, % at 3 µM;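 active = activation above that plate's cutoff, the mean activation of tested compounds plus 3 SD, cut at about 6.6% in these data, passing the limit was not always enough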;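 note: 100% uses oxytocin at 75 nM as the full agonist control; some results filed as inactive read as strong as hits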
Target sequence (P30559 whole entry, looked up): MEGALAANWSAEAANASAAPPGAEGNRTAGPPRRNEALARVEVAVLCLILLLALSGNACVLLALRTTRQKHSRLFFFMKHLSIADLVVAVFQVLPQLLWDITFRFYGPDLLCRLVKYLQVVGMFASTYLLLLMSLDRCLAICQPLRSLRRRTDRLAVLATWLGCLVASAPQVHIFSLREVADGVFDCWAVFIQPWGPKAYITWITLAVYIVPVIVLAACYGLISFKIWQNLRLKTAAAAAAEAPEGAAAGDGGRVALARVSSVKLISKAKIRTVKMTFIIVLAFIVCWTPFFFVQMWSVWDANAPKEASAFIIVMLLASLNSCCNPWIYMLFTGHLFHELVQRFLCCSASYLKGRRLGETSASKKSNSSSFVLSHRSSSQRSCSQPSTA
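Assay system: CHO cell line stably expressing human OTR | Also added: Oxytocin at about EC15, sub-maximal agonist stimulus | Times: Compound 6 min at room temperature before oxytocin, 100 s read | Measured by: Fluo-8 intracellular calcium fluorescence, ex 470-495, em 515-575 nm | Controls: EC15 oxytocin alone as 0%, 75 nM oxytocin as 100%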
M1 ag: human M1 muscarinic receptor agonists, primary screen, Fluo-8 calcium fluorescence, CHO-K1 cells, HTS. activation, % at 3 µM. 360,000 tested, 0.33% active. CHO-K1 hM1, agonist mode; 0% DMSO, 100% acetylcholine EC100;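 active = activation above the run's mean compound activation plus 3 SD, cut at about 16% in these data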;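 note: peak over basal fluorescence ratio within a 140 s kinetic read after compound addition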
V1R ag counter: agonists of human V1a receptor, primary screen, counter-screen for OXTR agonist project, fluorescence, CHO-V1R cells; Vasopressin V1a receptor (Homo sapiens), P37288; Fluo-8 calcium fluorescence, agonist mode; 0% DMSO, 100% 3 nM vasopressin; activation, % at 3 µM; 320,000 tested, 0.25% active;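 active = activation above the mean activation of all tested compounds plus 3 SD, per screening run, cut at about 20% in these data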;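 note: signal is peak over basal fluorescence ratio across a 100 second FLIPR read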
Target sequence (P37288 whole entry, looked up): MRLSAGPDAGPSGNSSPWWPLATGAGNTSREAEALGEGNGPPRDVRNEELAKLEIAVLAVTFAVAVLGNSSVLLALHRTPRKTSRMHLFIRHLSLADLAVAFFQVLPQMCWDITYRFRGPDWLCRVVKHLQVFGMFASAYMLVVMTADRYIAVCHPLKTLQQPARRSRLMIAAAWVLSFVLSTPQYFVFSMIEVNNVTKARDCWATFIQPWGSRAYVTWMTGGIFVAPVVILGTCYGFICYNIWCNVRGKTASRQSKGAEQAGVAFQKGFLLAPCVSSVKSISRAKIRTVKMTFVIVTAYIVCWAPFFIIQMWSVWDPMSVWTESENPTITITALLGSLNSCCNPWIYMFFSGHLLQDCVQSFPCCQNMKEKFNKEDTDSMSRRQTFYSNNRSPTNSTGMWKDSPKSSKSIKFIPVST
M1 ag parental: counter-screen for M1 agonists: effect in parental CHO-K1 cells. Fluo-8 calcium fluorescence; scaled to maximal ATP response, vehicle zero. activation, % at 3 µM. 360,000 tested, 0.48% active; in the data active = activation above about 15%;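 note: untransfected CHO-K1 host cells lacking M1 receptor as counterscreen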
CHO parental Ca: ATP-evoked calcium signal inhibitors, parental CHO, primary screen, counter-screen for OX1R antagonist project, cell-based, fluorescence, Fluo-8 calcium dye. 330,000 tested, 0.63% active. parental CHO-K1, ATP-induced calcium, Fluo-8 fluorescence. inhibition, % at 5.6 µM;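 active = inhibition above that plate's mean sample inhibition plus 3 SD, cut at about 26% in these data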;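 note: 0% = ATP-challenged DMSO wells and 100% = DMSO wells without ATP; some compounds past the cut are filed as inactive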
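Assay system – parental CHO cells · Reagent – ATP stimulus · Detection – intracellular calcium via Fluo-8 no-wash fluorescent dye · Evaluation – percent inhibition of ATP-evoked calcium rise, normalized to controls · Controls – ATP wells versus no-ATP DMSO wells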
TAAR1 ag: human TAAR1 agonists, primary screen, Fluo-8 calcium fluorescence, CHO RD-HGA16 cells. activation, % at 3 µM. Trace amine-associated receptor 1 (Homo sapiens), Q96RJ0. 360,000 tested, 0.99% active. vehicle wells 0%, saturating PEA agonist 100%. AID 624467, 2012;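 active = activation above the mean activation of all test compounds in the run plus 3 SD, cut at about 38% in these data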
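Assay system: CHO-derived RD-HGA16 cells with stable Gα16 and human TAAR1; timing: 17-24 h seeding, 75 min 37 °C dye, 30 min RT; read-out: % activation from peak over basal fluorescence ratio, DMSO-to-PEA scaled; measured by: kinetic Fluo-8 calcium fluorescence; benchmarks: low control DMSO, high control PEA (EC100); doses: 3 µM single concentration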
CHO-K1 Ca PAM: nonselective calcium activators in parental CHO-K1 cells, primary screen, counter-screen for M1 PAM project, cell-based, Fluo-8 calcium fluorescence, full deck, 1536-well | 360,000 tested, 0.02% active | ATP EC20; 0% at ATP EC20, 100% at ATP max | activation, % at 3 µM | AID 602247, 2012;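 active = activation above the run cutoff, the mean activation of all test compounds plus 3 SD, cut at about 40% in these data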;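 note: peak over basal fluorescence ratio in a 140 s read after ATP addition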
Numbers without * were called inactive; · = not tested or not shown. Rows are unselected. Share with any hit: about 3.3%.

molecule,CHO parental Ca,CHO-K1 Ca PAM,CHO-K1 Ca antag,TAAR1 ag,M1 ag,TAAR1 antag,M1 ag parental,V1R ag counter,OXTR potentiate
COc1cc(F)ccc1-c1csc(C(NC(C)=O)c2ccccc2)n1 (configuration not stated),·,0,7,1,-6,-1,0.3,·,·
C=C1C(=O)O[C@@H]2[C@H]1CC[C@H](C)[C@]1(O)CCC(=O)[C@@]21C,0,3,-8,-1,0,-2,3.3,0.5,-10
CC(=O)c1ccc(N2CCN(C(=O)c3nn(C)c4c3CS(=O)(=O)c3ccccc3-4)CC2)cc1,-26,-11,-2,9,2,18,16*,11,-13
COc1ccc(-c2oc3ccc(-c4cc(OC)c(OC)c(OC)c4)cc3c2-c2ccc(OC)cc2)cc1,-20,·,·,2,·,-12,·,-0.5,-10
COc1ccc(/C=C(\NC(=O)c2ccc(OC)cc2)C(=O)Nc2ccccc2C(=O)O)cc1,-8,-5,5,2,-3,-5,-0.2,-0.7,-5
CCn1c(SCC(=O)c2[nH]c(C)c(C(C)=O)c2C)nnc1-c1ccccc1,-5,10,0,6,0,28,7.0,7.7,-10
CCOC(=O)c1cc(-c2ccc(C)o2)nn1CCC#N,-1,-4,-6,-1,-4,-17,-0.1,-0.1,-1
CC(C)Oc1ccc(C(=O)N2CCN(C(=O)c3ccco3)CC2)cc1,0,9,-2,2,-5,-3,1.6,0.5,-11
CC(=O)Nc1ccc(S(=O)(=O)NCc2nc(-c3ccccc3Cl)no2)cc1,-4,5,-19,-1,-2,7,2.2,1.4,2
CN(C)S(=O)(=O)c1ccc(C(=O)Nc2ccc(Cl)cc2)cc1,-4,6,-5,4,-3,-2,2.8,6.6,-7
Cc1ccccc1-c1nc(Cc2ccc(Cl)cc2)no1,-15,16,-18,15,-4,14,0.5,-0.7,-12
O=C(NC(=S)Nc1cc(S(=O)(=O)N2CCOCC2)ccc1N1CCOCC1)c1ccco1,0,10,-14,1,-11,8,0.3,-0.2,-14
Cc1n(C)c2cc(Cl)ccc2[n+]1Cc1ccccc1,-2,-7,-6,1,-13,11,-0.1,0.7,-7
CN(c1ccc([N+](=O)[O-])cc1)c1cc2c(c3c1ccn3C)C1CCC2C1 (configuration not stated),·,11,-7,2,3,-17,5.6,·,·
Cc1cccnc1C(c1ccc(F)cc1)N(C)C(=O)C1CCN(CCCOc2ccc(F)cc2)CC1 (configuration not stated),·,4,-2,3,-6,-11,0.5,·,·
COc1ccc(N2CCN(c3cc(C)nc4ccc(OC)cc34)CC2)cc1,-26,6,-9,-1,-15,-10,0.5,-0.1,-7
COc1cc(/C=N/N2CCN(C3c4ccccc4-c4ccccc43)CC2)cc(OC)c1O,-13,26,-15,6,-5,-15,2.1,1.9,-3
CCCS(=O)(=O)NC(=O)C1(C)CCN(C(=O)C2(c3ccc(Cl)cc3)CCCC2)C1 (configuration not stated),·,7,0,0,-3,-25,-0.2,·,·
COc1ccc(OC)c(S(=O)(=O)CC(O)CS(=O)(=O)c2ccccc2)c1 (configuration not stated),-1,2,-3,1,-2,-9,0.7,1.0,-4
Cc1ccc(C(=O)N/N=C/C=C/c2ccccc2)o1,-2,11,-9,6,-4,18,0.4,0.0,-1
CC(C)CC(=O)N/C(N)=N/c1nc2ccccc2s1,2,11,0,16,-3,16,2.8,3.4,-21
CCn1c(=N)n(CC(O)c2ccco2)c2ccccc21 (configuration not stated),1,3,-5,-1,-7,5,0.2,1.4,2
C=CCn1c(SCC(=O)Nc2ccccc2OC)nc(O)c(CC)c1=O,-16,28,-17,10,-5,-8,1.6,0.4,-4
Cc1ccc(OCC(=O)Nc2cnn(CCCC(=O)O)c2)c([N+](=O)[O-])c1,-6,0,7,9,-2,7,-0.3,2.7,-2
CCOc1ccc(N2C(=O)CC(/C=C3/N(C)c4ccccc4C3(C)C)C2=O)cc1 (configuration not stated),-10,13,1,1,-6,-4,0.9,-0.1,-15

Carrying on:
molecule,CHO parental Ca,CHO-K1 Ca PAM,CHO-K1 Ca antag,TAAR1 ag,M1 ag,TAAR1 antag,M1 ag parental,V1R ag counter,OXTR potentiate
CN(C)S(=O)(=O)c1cccc(COC(=O)c2cc([N+](=O)[O-])ccc2N2CCOCC2)c1,-8,16,8,9,-2,15,5.7,5.2,-8
CC(=O)C1=C(C)NC(C)=C(C(C)=O)C1c1ccc(-c2ccccc2Cl)o1,·,3,14,12,0,-6,-0.4,·,·
CCOc1cc(NC(=S)NCc2ccco2)c(OCC)cc1NC(=O)CC,-14,25,-12,3,-9,-8,1.5,1.9,1
CCc1ccccc1N(CC(=O)NC(C)C)C(=O)CCC(=O)Nc1nccs1,-11,-10,3,1,-3,-20,0.2,-0.3,-3
COc1ccc(F)cc1Cn1nc(C(=O)O)c2ccccc2c1=O,-14,-27,-10,5,-2,-19,1.1,-0.2,-8
CCOC(=O)N1CCN(C(=O)c2cccn3c(=O)c4sccc4nc23)CC1,-10,3,-4,2,-5,4,0.2,-0.7,0
CCS(=O)(=O)c1nc(S(=O)(=O)c2ccc(Cl)cc2)c(NCCN2CCOCC2)s1,-14,3,-15,3,-3,-14,2.3,0.6,-7
CC1(c2ccc(Cl)cc2)NC(=O)CS1 (configuration not stated),-7,18,-6,1,-5,-9,0.2,0.0,-6
CC1CCN(S(=O)(=O)c2ccc(NC(=O)[C@@H]3CCCC[C@@H]3C(=O)O)cc2)CC1,0,8,-18,1,-8,-8,2.1,1.4,-2
Cc1ccc(CNC(=O)C(=O)NCC2OCCN2C(=O)c2ccc3c(c2)OCO3)cc1 (configuration not stated),-3,7,-9,-2,-6,-8,-0.5,0.9,-15
Cc1ccc(C)n1-c1ccc(C(=O)Nc2ccccc2F)cc1,6,-2,-3,0,-7,15,0.2,1.7,-5
COc1ccc(C2CC(=O)C(C=NCCN3CCN(C(=S)Nc4ccccc4)CC3)=C(O)C2)cc1OC (configuration not stated),-29,-2,11,1,-9,14,4.7,1.3,-13
COc1cccc(NC(=O)C(NCCC(C)C)c2ccccc2)c1 (configuration not stated),10,4,5,2,-6,-9,-0.2,-0.6,4
COc1ccc(C(C)=O)cc1COC(=O)c1cc(=O)c2ccccc2o1,-12,19,-12,1,-10,-3,2.3,0.8,-6
CCOc1ccc(Cl)cc1-c1cc(C(=O)NCc2cccs2)[nH]n1,·,3,9,0,-5,-4,0.1,·,·
CC(=O)Nc1ccc(NC(=O)C(C)OC(=O)CCc2nc3ccccc3s2)cc1 (configuration not stated),-2,5,2,0,-2,8,1.3,0.6,-13
O=S(=O)(Nc1nc2ccccc2s1)c1ccc(Cl)nc1,-12,17,-6,1,1,-31,1.5,0.7,-14
Cc1ccc(S(=O)(=O)NC(=O)C2(C)CCN2C(=O)CC2CCCCC2)nc1 (configuration not stated),·,-9,9,4,-2,-6,0.2,·,·
Cc1ccc2c(c1)N(CC(=O)N1CCN(C3CCCCC3)CC1)C(=O)CO2,-2,14,-8,-1,-2,-15,-0.2,-0.1,-2
COc1ccc(NC(=O)C23CCC(C)(C(=O)O2)C3(C)C)cc1 (configuration not stated),-10,13,-12,1,-2,4,0.1,0.1,4
O=C(COC(=O)c1ccccc1C(=O)c1ccc(Cl)cc1)NCCc1ccccc1,-36,-8,15,2,-3,21,1.5,2.1,-10
CCCOc1ccc(F)cc1-c1cc(C(=O)Nc2cc(OC)ccc2OC)[nH]n1,·,1,-1,2,-3,15,0.1,·,·
CCOC(=O)N1CCN(c2c(NCCOC)c(=O)c2=O)CC1,-4,0,-5,1,-2,-13,-0.2,1.4,1
COc1cc(C(c2c(C)[nH][nH]c2=O)c2c(C)[nH][nH]c2=O)ccc1OCc1ccc([N+](=O)[O-])cc1,3,-2,18,7,0,-13,0.5,0.0,-7
COc1cc(C(=O)Nc2nnc(CC(=O)NCc3ccccc3)s2)cc(OC)c1OC,5,9,-4,1,-2,-4,0.0,0.4,-4

Next section.
molecule,CHO parental Ca,CHO-K1 Ca PAM,CHO-K1 Ca antag,TAAR1 ag,M1 ag,TAAR1 antag,M1 ag parental,V1R ag counter,OXTR potentiate
CCOC(=O)c1sc(NC(=O)CCN2CCCCCC2)c(C(=O)OCC)c1C,-9,15,-15,-1,-8,-4,0.4,-0.1,-2
O=C(c1ccco1)N1CCC(N2CCN(c3ccccc3)CC2)CC1,-16,7,-7,5,-8,5,-0.2,0.9,-2
CCN(CC)CCn1c(=N)n(CC(O)COc2ccccc2)c2ccccc21 (configuration not stated),-7,9,-12,-1,-5,-13,0.2,0.1,1
CC(=O)c1ccc(NC(=O)C2C3C=CC(C3=C(c3ccccc3)c3ccccc3)C2C(=O)O)cc1 (configuration not stated),-8,-10,-4,75*,-7,-9,-0.2,-0.1,-13
O=C(/C=C/c1ccccc1[N+](=O)[O-])NCCCn1ccnc1,2,4,-6,3,-9,-5,-0.4,-0.3,-2
CCc1ccc([C@@H]2C[C@H]3[C@@H](CN2S(=O)(=O)c2ccc(C)cc2)C(=O)C[C@@H](c2cccc(Cl)c2)N3S(=O)(=O)c2ccc(C)cc2)cc1,·,-15,6,2,-2,-9,0.2,·,·
O=C1c2cccc(OCC(=O)N3CCCc4ccccc43)c2CCN1Cc1ccccc1,-5,-7,7,9,-2,4,0.3,2.8,-1
Cc1cc(OC(C)C(=O)NCCCN2CCOCC2)c2c(C)cc(=O)oc2c1 (configuration not stated),-9,10,1,1,-4,-8,0.8,-0.1,-7
CCOC(=O)c1cnc2c(C)cc(C)cc2c1NCCCN1CCOCC1,·,-15,18,1,-6,13,-0.3,·,·
O=C(CSc1nnnn1C1CCCCC1)Nc1nc2c(s1)CCCC2,-23,18,-2,12,-6,3,15,2.8,-6
COc1ccc(N(CC(=O)Nc2ccc(C)c(F)c2)S(=O)(=O)c2c(C)noc2C)cc1,-1,9,10,0,4,-12,8.0,7.2,-6
